T cell modulator = T cell immune modulation candidate; 2C CD8+ T cell-vesicle binding, flow cytometry; hits give low values; calls only at 7 µM; 330,000 tested, 0.068% active; AID 2052;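 active = response, share of CD8 T cells binding vesicles, and their 90th percentile fluorescence all below set limits, cut at about 80% in these data, passing the limit was not always enough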
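Assay system – 2C mouse CD8+ T cells · Also added – QL9-loaded Drosophila micro-vesicles · Timing – Cell–vesicle co-incubation 1.5 h at 37 °C, staining 20 min on ice · Signal – flow cytometry of vesicle-bound cells · Measure – percent CD8+ FL2 mean versus row control · Controls – Peptide-free naked vesicles (low) and QL9 vesicles with 0.7% DMSO vehicle (high)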
T cell modulator vesicle-bound % = recorded beside T cell modulator, whose call it bears; double positive events, %; measured here: CD8+ vesicle-bound cell fraction;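 binding gate set so that unloaded-vesicle control wells show 10% double positive cells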
An asterisk follows results filed as active; i = inactive; + = active, no number. The list is partial; rates above refer to the full screens.

Start of the listing, in advance, 7 compounds:
SMILES	T cell modulator	T cell modulator vesicle-bound %
O=S(=O)(NCc1nnc2ccccn12)c1ccc(Cl)cc1	i	38.3
CC(NC(=O)C1CCCN(C(=O)c2ccc(Cl)cc2)C1)c1cccc(C(F)(F)F)c1 (stereo unspecified)	i	26.9
COc1cccc(NC(=O)COC(=O)c2sccc2C)c1	i	42.5
CCN(CC(=O)NCc1cccs1)C(=O)CCCOc1ccccc1	i	37.7
O=C(c1cccc(NS(=O)(=O)c2ccccc2)c1)N1CCCCC1	i	27.5
O=C(COC(=O)c1ccc2c(c1)OCCO2)NCCc1ccccc1	i	15.9
COc1cccc(C2c3[nH]c4ccccc4c3C[C@H]3C(=O)N(C4CC4)CC(=O)N23)c1 (stereo partly specified)	i	37.9

The list itself, from the first entry:
SMILES	T cell modulator	T cell modulator vesicle-bound %
O=S(=O)(NCc1nnc2ccccn12)c1ccc(Cl)cc1	i	38.3
CC(NC(=O)C1CCCN(C(=O)c2ccc(Cl)cc2)C1)c1cccc(C(F)(F)F)c1 (stereo unspecified)	i	26.9
COc1cccc(NC(=O)COC(=O)c2sccc2C)c1	i	42.5
CCN(CC(=O)NCc1cccs1)C(=O)CCCOc1ccccc1	i	37.7
O=C(c1cccc(NS(=O)(=O)c2ccccc2)c1)N1CCCCC1	i	27.5
O=C(COC(=O)c1ccc2c(c1)OCCO2)NCCc1ccccc1	i	15.9
COc1cccc(C2c3[nH]c4ccccc4c3C[C@H]3C(=O)N(C4CC4)CC(=O)N23)c1 (stereo partly specified)	i	37.9
COc1cc(OC)cc(-c2oc(=O)c3cc(OC)c(OC)cc3c2/C=C/c2ccc(F)cc2)c1	i	28.3
Cc1ccc(S(=O)(=O)N(C)C)cc1NC(=O)COC(=O)C1CC(=O)N(c2ccc3c(c2)OCCO3)C1 (stereo unspecified)	i	40.8
CC1(C)CC(NC(=S)NC(=O)c2cc(Br)ccc2Cl)CC(C)(C)N1	i	16.5
Brc1cccc(C=Nc2cccc3ncccc23)c1	i	30.2
CCC(NS(=O)(=O)c1cccs1)c1ccc(C)cc1 (stereo unspecified)	i	18.9
CC(NC(=O)c1cccs1)c1ccccc1 (stereo unspecified)	i	47.1
COc1ccc(S(=O)(=O)NCC(c2ccc3c(c2)OCO3)N2CCOCC2)cc1C (stereo unspecified)	i	22.7
Cc1ccc(S(=O)(=O)CCC(=O)Nc2cccc(S(=O)(=O)N3CCCCCC3)c2)cc1	i	56.6
O=C(CSc1nnc(CN2CCCC2)n1-c1ccccc1)c1ccc2c(c1)OCO2	i	32.1
Cc1ccc(S(=O)(=O)N2CCOC23CCN(S(=O)(=O)c2cccs2)CC3)cc1	i	39.5
CC1CC(C)CN(S(=O)(=O)c2cc3c4c(c2)CCC(=O)N4CCC3)C1 (stereo unspecified)	i	54.1
Oc1cc(NCCN2CCOCC2)cc2cccnc12	i	20.1
Cn1nc(C(=O)OCC(=O)c2ccccc2)c2ccccc2c1=O	i	26.5
Cc1noc(C)c1COc1ccccc1C(=O)N1CCN(c2cccc(Cl)c2)CC1	i	33.7
O=C(NCCC1CCCCN1S(=O)(=O)c1ccc(F)cc1)C(=O)NCC1CCCO1 (stereo unspecified)	i	53.9
CCOc1ccc(C(=O)COC(=O)C2CCN(c3ccc(C(F)(F)F)cn3)CC2)cc1	i	25.8
CC(NC(=O)c1ccccc1SCC(=O)N1CCCC1)c1ccccc1 (stereo unspecified)	i	39.2
CCN(C(=O)/C=C/c1ccc(OC)cc1)C1CCS(=O)(=O)C1 (stereo unspecified)	i	61.3

Record cards (already shown):
`O=C(COC(=O)c1ccc2c(c1)OCCO2)NCCc1ccccc1` as listed: T cell modulator = i; T cell modulator vesicle-bound % = 15.9
`Oc1cc(NCCN2CCOCC2)cc2cccnc12` as listed: T cell modulator = i; T cell modulator vesicle-bound % = 20.1

More compounds follow:
SMILES	T cell modulator	T cell modulator vesicle-bound %
CCOc1ccc(CCNC(=O)c2ccccc2OCc2c(C)noc2C)cc1OCC	i	35.9
O=C(NC1CCS(=O)(=O)C1)C1CCCC1 (stereo unspecified)	i	50.8
CCOC(=O)c1ccccc1NC(=O)COC(=O)CCC(=O)c1ccc(C)cc1	i	26.4
O=C(CSC1=NS(=O)(=O)c2ccccc2N1)Nc1nccs1	i	44.3
S=c1[nH]nc(COc2ccccc2)n1/N=C/c1ccc(Cl)c(Cl)c1	i	48.6
O=C(CCC1CCCC1)Nc1cc(C(F)(F)F)ccc1N1CCOCC1	i	17.6
Cn1cccc1C(=O)N1CCN(S(=O)(=O)c2ccccc2)CC1	i	53.9
C/C(=N\OCC(=O)OCC(=O)N(C)c1ccccc1)c1ccc2c(c1)OCO2	i	42.0
CC(=O)Nc1ccc(C(=O)OCC(=O)Nc2c(C)n(C)n(-c3ccccc3)c2=O)cc1	i	31.5
O=C(CN1C(=O)NC(CCc2ccccc2)C1=O)Nc1ccccc1C(F)(F)F (stereo unspecified)	i	39.5
CCCNC(=O)C(Cc1cccc(Br)c1)NC(=O)c1ccc(C#N)cc1 (stereo unspecified)	i	25.2
Cc1c(C(=O)NNC(=O)c2cccnc2)cccc1[N+](=O)[O-]	+	14.3*
COc1cccc(CNCc2ccccc2OC)c1	i	66.5
CCN(CC)CCn1c2c(c(SCC(=O)Nc3ccccc3Cl)nc1=O)CCCC2	i	23.9
Cc1ccc(S(=O)(=O)Nc2cccc(C(=O)NCC(c3ccco3)N3CCCCC3)c2)cc1F (stereo unspecified)	i	37.1
Cc1ccc(C(=O)Nc2nc3ccc(Cl)cc3s2)o1	i	38.5
CC1CCC(NC(=O)CN(C)CC(=O)Nc2ccc(F)cc2)CC1 (stereo unspecified)	i	40.2
COc1cc(OC)cc(C(=O)Nc2ccc(C(=O)Nc3ccccc3OC)cc2)c1	i	52.8
Nc1nc(COC(=O)c2ccc3c(c2)OCCO3)nc(Nc2ccccc2)n1	i	38.2
CC(=O)c1cn(-c2ccc([N+](=O)[O-])cc2)c(=O)n(C)c1=O	i	15.3
O=C(CCNS(=O)(=O)c1ccccc1Cl)OCc1nnc(-c2ccccc2Cl)o1	i	16.8
COc1ccccc1C(C)NC(=O)Cc1ccc(S(=O)(=O)N2CCOCC2)s1 (stereo unspecified)	i	48.6
O=C(CCNC(=O)c1ccc(Br)cc1)NCC1CCCO1 (stereo unspecified)	i	54.2
Cc1ccc(NC(=O)C2CCCC2)cc1S(=O)(=O)N1CCOCC1	i	4.9
OC[C@@H](O)[C@@H](O)CO	i	23.6

Copied from the list:
In T cell modulator vesicle-bound %, Cc1ccc(S(=O)(=O)Nc2cccc(C(=O)NCC(c3ccco3)N3CCCCC3)c2)cc1F (stereo unspecified) has 37.1
In T cell modulator vesicle-bound %, COc1cccc(CNCc2ccccc2OC)c1 has 66.5

(next part)
SMILES	T cell modulator	T cell modulator vesicle-bound %
Cc1ccc(NC(=O)COC(=O)Cn2nc(-c3ccc(F)cc3)oc2=O)cc1C	i	19.0
COc1ccc(C(=O)Nc2ccc(N3CCN(C)CC3)cc2)cc1OC	i	33.2
CC1(c2nnc(-c3cccc(Cl)c3)o2)CC(c2ccccc2F)=NO1 (stereo unspecified)	i	15.2
CCOC(=O)C1=C(COC(=O)CCOc2cc(C)ccc2C)NC(=O)NC1C (stereo unspecified)	i	44.8
O=C(O)CSc1nc2ccc(C(=O)c3ccccc3)cc2[nH]1	i	14.0
COc1cccc(NC(=O)CN(C)C(=O)CCCNC(=O)c2ccc(Cl)cc2)c1	i	49.8
COc1ccc([C@H]2CC(=O)C=C(/C=C/c3ccccc3)C2)cc1OC	i	26.3
Cc1nc(SCC(=O)NCc2ccc3c(c2)OCO3)nc(C)c1C	i	30.9
COc1ccccc1CNC(=O)CN1C(=O)NC(c2ccccc2)(c2ccccc2)C1=O	i	21.9
C[C@H](CO)N1C[C@H](C)[C@@H](CN(C)Cc2ccccc2)Oc2c(NS(=O)(=O)c3ccccc3)cccc2C1=O	i	8.1
O=C1NC[C@H](CC2CCCCC2)N(CC2CCCCC2)C1=O	i	53.0
O=C(COC(=O)c1cc([N+](=O)[O-])ccc1N1CCOCC1)c1ccccc1	i	11.7
CCOc1ncccc1C(=O)N(CCC(C)C)c1c(N)n(Cc2ccccc2)c(=O)[nH]c1=O	i	37.1
CCCCn1c(N)c(N(C)C(=O)c2ccccc2Oc2ccccc2)c(=O)[nH]c1=O	i	41.4
O=C(COC(=O)c1ccc(O)cc1)NCC1COc2ccccc2O1 (stereo unspecified)	i	50.6
CCOc1ccc(NC(=O)CN(C)C(=O)CCN2C(=O)C3CC=CCC3C2=O)cc1OCC (stereo unspecified)	i	35.4
N#Cc1ccccc1OCC(=O)OCC(=O)NC1CCS(=O)(=O)C1 (stereo unspecified)	i	13.4
O=C(CN1CCOCC1)Nc1cccc([N+](=O)[O-])c1	i	31.5
Cc1ccc(NC(=O)c2cccc(S(=O)(=O)N3CCc4ccccc4C3)c2)nc1	i	30.6
Cn1ccc2ccc(C3=CC(=O)C[C@H](c4ccc(F)cc4)C3)cc21	i	37.2
O=C(Nc1ccccc1N1CCCC1)C1CC(=O)N(Cc2ccccc2)C1 (stereo unspecified)	i	18.6
Cc1csc(=O)n1CC(=O)OCC(=O)NNC(=O)c1ccc(Cl)cc1	i	56.2
Cc1noc(C)c1C(=O)OCC(=O)Nc1ncc(Cl)c(C)c1Cl	i	48.3
CC1C(=O)N2CCCc3cc(NC(=O)C(=O)NCCc4ccc(F)cc4)cc1c32 (stereo unspecified)	i	45.6
CCc1nnc(NC(=O)C2CCCN(C(=O)c3ccc(Cl)cc3)C2)s1 (stereo unspecified)	i	30.8
Next section.
SMILES	T cell modulator	T cell modulator vesicle-bound %
Cc1ccc(S(=O)(=O)N2CCN(C(=O)CCC(=O)Nc3ccc(F)cc3F)CC2)cc1	i	38.9
CCOc1ccc(S(=O)(=O)/N=C(/Nc2ccc(C(C)=O)cc2)c2ccccc2)cc1	i	55.8
COC(=O)c1ccc(COC(=O)C2CCN(S(=O)(=O)c3ccccc3C(=O)OC)CC2)cc1	i	3.3
Cc1ccc(CNCc2cc(Cl)ccc2O)cc1	i	41.0
O=C(Cn1nnc(-c2ccccc2)n1)NC1CCS(=O)(=O)C1 (stereo unspecified)	i	49.6
CCCN(C(=O)c1nc2nccc(C)n2n1)c1c(N)n(Cc2ccccc2)c(=O)[nH]c1=O	i	39.3
COc1ccc(-c2oc(=O)c3cc(OC)c(OC)cc3c2C#CCCO)cc1	i	9.3
CC(=O)Nc1ccc2[nH]ccc2c1	i	14.8
NS(=O)(=O)c1ccc(N2CCN(C(=O)c3ccco3)CC2)nc1	i	51.0
C[C@H](CO)N1C[C@H](C)[C@H](CN(C)S(=O)(=O)c2ccccc2)Oc2ccc(NC(=O)NC3CCCCC3)cc2CC1=O	i	5.6
COc1ccccc1CCC(=O)OCC(=O)Nc1ccc(C)c(S(=O)(=O)N2CCCCC2)c1	i	54.1
O=C(CN1CCCCCC1)Nc1ccccc1C(=O)Nc1ccccc1	i	19.8
COc1cccc(NC(=O)CN(C)C(=O)C2CCN(C(=O)c3ccccc3C)CC2)c1	i	40.1
Cc1cccc(NC(=O)C2CCN(S(=O)(=O)c3ccc(Cl)cc3)CC2)n1	i	26.2
Cc1ccc(CNC(=O)Cn2ccc(NC(=O)OCc3ccccc3)nc2=O)o1	i	34.4
CCN(CC(=O)Nc1c(F)cccc1F)C(=O)C1CC1C (stereo unspecified)	i	29.8
CCN1C(=NCCCOC(C)C)N[C@@H](CCc2ccccc2)[C@H](C(=O)NCCCOC(C)C)[C@H]1C	i	26.4
Cc1ccc(-c2nn(-c3ccccc3)cc2C(=O)N2CCN(C3CCS(=O)(=O)C3)CC2)cc1 (stereo unspecified)	i	33.4
COc1ccc(C(=O)COC(=O)c2ccc3c(c2)OCO3)c(OC)c1	i	34.1
O=C(Nc1ccc(SC(F)F)cc1)c1ccc2c(=O)n3c(nc2c1)CCC3	i	49.3
COC(=O)c1ccccc1S(=O)(=O)N1CCC(C(=O)OCc2cccc(OC)c2OC)CC1	i	32.6
O=C(/C=C/c1ccc(Br)cc1)N1CCN(Cc2ccccc2)CC1	i	38.3
CN(C)c1nc2c(c(=O)n(C)c(=O)n2C)n1CC(=O)c1cccs1	i	34.5
CCN(CC)CCn1c2c(c(SCC(=O)Nc3ccc(C)c(F)c3)nc1=O)CCC2	i	11.3

Bioassay records (PubChem)
